# VEEV TC-83 Vero = inhibitors of VEEV TC-83 cytopathic effect, confirmation, Vero cells (AID 588727); Vero cells, VEEV TC-83 cytopathic effect inhibition; higher % means a stronger effect; inhibition, % at 20 µM; hits with a dose series show IC50 in µM; actives 0.13% (n = 350,000); in the data active = a potency from the dose series; inconclusive = inhibition mostly from about 14% at the one dose, without a potency; inactive = the rest, 99 in 100 with inhibition below about 12%; also: strong numbers were not always called active
# H1N1 NS1A inhibition = H1N1 influenza NS1A inhibitors, functional cell based assay (AID 504329). NS1A functional cell-based assay, percent inhibition; higher % means a stronger effect. one-dose inhibition, % at 12.5 µM; IC50 in µM for titrated hits. actives 0.3% (n = 340,000); in the data active = a potency from the dose series; inconclusive = inhibition above about 27% without an active follow-up result; also: strong numbers were not always called active
# Salmonella PhoP GFP = PhoP regulon inhibitors, Salmonella typhi PhoP promoter GFP reporter, confirmatory (AID 1850); inhibition, % at 50 µM; hits with a dose series show IC50 in µM; Salmonella Typhi PhoP-promoter GFP reporter, fluorescence, 4 h; higher % means a stronger effect; actives 0.33% (n = 310,000); in the data active = a potency from the dose series; inconclusive = inhibition mostly from about 25% at the one dose, without a potency; inactive = the rest, 99 in 100 with inhibition below about 19%;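 also: 0% = induced wells with vehicle and 100% = uninduced wells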
# M. tuberculosis = growth inhibition of non-replicating M. tuberculosis (AID 488890); Mycobacterium tuberculosis non-replicating, growth inhibition; higher % means a stronger effect; inhibition, % at 25 µM, or IC50 in µM where a hit was titrated; actives 0.39% (n = 320,000); in the data active = a potency from the dose series; inconclusive = inhibition mostly from about 82% at the one dose, without a potency; inactive = the rest, 99 in 100 with inhibition below about 76%;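 also: plate controls were DMSO cells for no effect and high antibiotic wells for full effect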
# H37Rv inhibition = M. tuberculosis growth inhibition, HTS (AID 449762). M. tuberculosis H37Rv growth inhibition, 7H9 media; higher % means a stronger effect. inhibition, % at 25 µM, or IC50 in µM where a hit was titrated. actives 0.59% (n = 330,000); in the data active = a potency from the dose series; inconclusive = inhibition above about 70% without an active follow-up result;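 also: bacterial growth assessed after seven days of incubation; strong numbers were not always called active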
# VEEV TC-83 Vero 10K pilot screen = also measured in VEEV TC-83 Vero; calls as there; inhibition, %; measured here: 10K pilot screen inhibition
# An asterisk follows results filed as active; i = inactive; ? = inconclusive; · = no result given; & = joins results of further samples; ! = not active in a repeat.
SMILES,VEEV TC-83 Vero,H1N1 NS1A inhibition,Salmonella PhoP GFP,M. tuberculosis,H37Rv inhibition,others
Cc1ccc(SCCC(=O)Nc2ccccc2C(=O)NC2CCCCC2)cc1,i,11.9%,-4.9%,·,0.7%,
COc1ccc2oc(=N)c(C(=O)NCc3ccccc3)cc2c1,1.8%,-4.2%,1.8%,?,5.0%,
Cc1cccc(C(=O)O/N=C(\c2ccccc2)c2cccnc2)c1,0.8%,5.3%,0.3%,68.1%,50.6%,
O=C(O)C1CCN(C(=O)c2ccc3c(c2)OCO3)CC1,0.7%,-1.4%,-6.3%,-18.4%,1.7%,
Cc1ccc(S(=O)(=O)N2CCN(CC(=O)N3CCOCC3)CC2)cc1,1.3%,-13.3%,5.1%,5.8%,2.3%,
c1ccc(CCc2nc3ccccc3[nH]2)cc1,0.1%,1.5%,9.2%,-12.9%,-3.6%,
COc1ccc([C@H]2CC(=O)C=C(c3ccccc3)C2)cc1OC,i,0.4%,·,12.3%,?,
N/C(=N\OC(=O)Cc1ccc(-c2ccccc2)cc1)c1cccnc1,3.5%,19.4%,-4.7%,27.4%,-0.4%,VEEV TC-83 Vero 10K pilot screen=2.3
Cc1noc(C)c1COc1ccc(C(=O)OCC(=O)NC(=O)C2COc3ccccc3O2)cc1 (configuration not stated),i,-11.3%,·,·,·,
CCCCn1nc(C(=O)N[C@@H](CCSC)c2nc3ccccc3[nH]2)c2ccccc2c1=O,4.3%,8.2%,3.6%,-7.8%,53µM*,
O=C(/C=C/c1ccccc1)C1=C(O)C(=O)N(CCO)C1c1ccc2c(c1)OCO2 (configuration not stated),0.7%,-1.5%,3.6%,-16.6%,-8.1%,
COc1ccccc1CN1C(=O)[C@@H]2C(CC(N)=O)NC3(C(=O)Nc4c3ccc(Cl)c4C)[C@@H]2C1=O (some centres not stated),2.6%,1.6%,-7.7%,4.5%,-6.6%,
O=C(/C=C/NCc1cccnc1)c1ccc(-c2ccccc2)cc1,2.8%,1.7%,-0.8%,?,-2.9%,
COc1cccc(C(=O)O/N=C(\N)c2ccc([N+](=O)[O-])cc2)c1OC,i,-4.0%,-9.2%,15.2%,6.0%,
Cn1cccc1/C=N/NC(=O)CSc1nc2ccccc2[nH]1,i,·,4.8%,0.9%,-3.0%,
COc1ccc(C(=O)OCC(=O)Nc2ccc3[nH]c(=O)[nH]c3c2)cc1,i,-3.2%,4.7%,3.1%,8.6%,
CCOc1ccc(N(CC(=O)Nc2ccccc2C(=O)N2CCOCC2)S(=O)(=O)c2ccc(F)cc2)cc1,4.7%,-3.4%,-5.0%,3.4%,-5.2%,
Cc1cc(N2CCOCC2)nc2ccc(NC(=S)N3CCCCC3C)cc12 (configuration not stated),6.5%,4.1%,-1.9%,4.0%,?,
O=C(N/N=C/c1ccccc1O)c1ccncc1,3.2%,7.54µM*,35.9µM*,67.2%,?,
O=C(CSc1nnc(CNC(=O)c2ccco2)o1)Nc1ccc(F)cc1,1.7%,4.1%,-2.1%,8.4%,0.8%,
O=C(CCNC(=O)N1CCn2c1nc1ccccc12)NCc1ccccc1Cl,0.8%,4.3%,1.9%,14.3%,5.6%,
CCCn1c(NC(=O)c2ccccc2Br)nc2ccccc21,1.2%,3.8%,-29.8%,?,?,
C=CCOn1c(=O)c(C)[n+]([O-])c2ccccc21,10.1%,-5.8%,-2.5%,-12.3%,-9.8%,
O=C(COC(=O)c1ccncc1)Nc1cc(S(=O)(=O)N2CCOCC2)ccc1Cl,i,3.7%,·,4.1%,-3.0%,
CC(=O)/C(C=Nc1noc(C)c1Br)=C(\C)O,1.8%,14.4%,-2.2%,-13.3%,-5.6%,

# The list goes on; the last 2 above are carried over.
SMILES,VEEV TC-83 Vero,H1N1 NS1A inhibition,Salmonella PhoP GFP,M. tuberculosis,H37Rv inhibition,others
O=C(COC(=O)c1ccncc1)Nc1cc(S(=O)(=O)N2CCOCC2)ccc1Cl,i,3.7%,·,4.1%,-3.0%,
CC(=O)/C(C=Nc1noc(C)c1Br)=C(\C)O,1.8%,14.4%,-2.2%,-13.3%,-5.6%,
CC1(C)COC(=S)N1CCC#N,11.1%,7.4%,·,·,·,
Cc1ccsc1C(=O)NCc1ccccc1Cl,0.5%,-9.6%,-11.7%,-0.7%,7.4%,
Cn1c(=O)c2c(ncn2CC(=O)N(Cc2ccccc2)c2ccccn2)n(C)c1=O,i,-4.7%,1.1%,5.5%,-1.1%,
CC(C)(C)OC(=O)N1CCC[C@H]1c1nnc(SCc2ccc(Cl)cc2Cl)o1,6.2%,-4.7%,3.4%,5.9%,-2.2%,
CCC(=O)NC(=S)Nc1ccc(NC(=O)COc2ccccc2)cc1,1.1%,-3.1%,-2.7%,73.2%,?,
Cc1ccccc1C(=O)Nc1ccc(C(=O)N/N=C/c2ccc(O)cc2)cc1,2.4%,2.7%,6.6%,30.6%,8.6%,
Cc1ccc(C(=O)NNC(=O)c2ccc(S(=O)(=O)N3CCOCC3)cc2)cc1,2.4%,5.1%,1.9%,-2.7%,-9.5%,
CC(CCOC1=NS(=O)(=O)c2ccccc21)NC(=O)C(=O)Nc1ccccc1 (configuration not stated),2.0%,-5.1%,-6.7%,4.0%,-7.3%,
C/C(N)=C(/C#N)C(=O)COC(=O)c1cc(C)n(-c2ccc(F)cc2)c1C,8.93µM*!,3.7%&7.2%,-3.8%,21.7%,-0.7%,
COc1ccc(NS(=O)(=O)c2cccc(C(=O)NCC(c3ccco3)N(C)C)c2)cc1 (configuration not stated),i,1.6%,-2.5%,9.1%,-2.3%,
COc1cccc(NC(=O)c2sc(NC(=O)c3ccncc3)nc2C)c1,3.2%,-21.8%,2.0%,15.8%,0.6%,
Cc1ccc(NC(=O)CSCC#N)cc1Cl,3.7%,0.4%,-2.6%,55.9%,?,
Clc1nc2ccccc2cc1/C=N/Nc1nc2ccccc2[nH]1,0.3%,-11.6%,-0.3%,-7.9%,10.1%,
CS(=O)(=O)N1CCC(NC(=O)Cc2ccccc2)CC1,1.1%,4.1%,-4.4%,-1.8%,1.3%,
Cc1cc(C)c(NC(=O)CNC(=O)Cc2ccc(S(=O)(=O)N3CCOCC3)s2)c(C)c1,3.3%,-2.6%,·,8.5%,-9.1%,
Cc1ccc(-c2nc3ccccc3[nH]2)cc1NC(=O)c1sc2ccccc2c1Cl,3.1%,3.2%,-1.2%,1.6%,8.2%,
C=CCn1c(=O)c2c3c(sc2n2c(Nc4ccccc4)nnc12)CCCC3,5.7%,9.9%,-6.9%,42.8%,-8.8%,
O=C(NNC(=O)C1CCN(S(=O)(=O)c2ccc(Cl)cc2)CC1)c1ccccc1O,2.2%,-20.5%,-2.4%,-9.1%,-0.7%,
S=C1N(c2ccccc2)C(c2ccc(Br)cc2)N2CCCN12 (configuration not stated),i,-15.5%,7.7%,20.0%,46.8%,
CCOc1ccc(/C=N/NC(=O)CSc2n[nH]c(=O)[nH]c2=O)cc1OC,0.1%,10.9%,-20.2%,-4.2%,6.7%,
Cc1cccc(C)c1OCC(=O)OC/C(O)=C(\C#N)c1nc2ccccc2[nH]1,0.6%,15.9%,4.2%,1.6%,-6.7%,
CCN(CC(=O)NCc1cccs1)C(=O)COc1ccc(C(N)=O)cc1,0.6%,-2.1%,·,1.8%,0.1%,
CCS(=O)(=O)N1CCC(C(=O)NCCCN2CCCC2)CC1,1.4%,3.1%,-3.5%,-12.1%,-3.9%,
COc1ccccc1NC(=O)CCc1nnc2ccc(N3CCC4(CC3)OCCO4)nn12,2.0%,10.2%,-7.1%,-9.0%,-1.9%,
COc1ccc(N2CCN(C(CNC(=O)C(=O)NCCCn3ccnc3)c3cccnc3)CC2)cc1 (configuration not stated),0.1%,12.8%,-5.9%,-4.9%,-7.5%,

# (listing goes on)
SMILES,VEEV TC-83 Vero,H1N1 NS1A inhibition,Salmonella PhoP GFP,M. tuberculosis,H37Rv inhibition,others
COc1ccc(NC(=O)CCN2CCN(S(=O)(=O)c3cc(Cl)ccc3Cl)CC2)cc1,0.6%,0.2%,1.8%,25.2%,-9.2%,
COc1ccc(C2CC(c3ccccc3)=NN2C(=O)COC(=O)c2cc(S(=O)(=O)N3CCOCC3)ccc2Cl)cc1 (configuration not stated),0.8%,30.8%,-1.9%,65.3%,-10.7%,
COCCn1c(=NC(=O)/C=C/c2cccs2)sc2cc(NC(C)=O)ccc21,1.3%,-13.2%,1.9%,30.1%,5.4%,
CCCCc1c(C)nc2ccccc2c1SCCC(=O)O,1.7%,-3.0%,-1.8%,19.1%,-0.7%,
CCN(CC)c1cccc(OC(=O)c2cccnc2Cl)c1,2.2%,9.0%,-5.0%,?,-6.3%,
COC(=O)COc1ccc2cc(-c3ccccc3)c(=O)oc2c1,10.0%,1.8%,5.0%,?,?,
CCN1C(=O)[C@H]2[C@@H](c3ccc(C)cc3)N3C(=O)N(c4cccc(Cl)c4)C(=O)[C@@]3(CC(C)C)[C@H]2C1=O,4.6%,-8.8%,17.9%,36.0%,5.7%,
C=CCn1c(SCn2nnc3ccccc3c2=O)nc2scc(-c3cccs3)c2c1=O,i,-1.8%,-0.8%,-36.5%,-5.3%,
Cn1ncc(Cl)c1C(=O)Nc1ccncc1,0.4%,5.5%,-11.3%,-0.1%,5.4%,
CCCCC1S/C(=N/N=C/c2ccc(OC)cc2)N(Cc2ccc(OC)cc2)C1=O (configuration not stated),i,2.2%,6.8%,1.1%,9.0%,
CCOCCCNC(=O)c1ccc(OC2CCN(C(C)=O)CC2)c(OC)c1,i,11.0%,-1.0%,-9.2%,0.3%,
CC(Oc1ccc(-c2ccccc2)c(F)c1)c1ccn(S(=O)(=O)c2ccc(Br)cc2)n1 (configuration not stated),1.4%,-4.5%,-5.3%,3.8%,19.7%,
Cn1c(=O)c2c(ncn2CC(=O)Nc2ccc(N3CCOCC3)cc2)n(C)c1=O,4.5%,4.0%,-3.2%,-13.0%,-5.6%,
O=C(CCS(=O)(=O)c1ccccc1)Nc1nc(-c2cccs2)cs1,?,-56.6%,0.3%,75.7%,6.9%,
O=C(NCCc1ccc2c(c1)OCCO2)c1cccc(S(=O)(=O)N2CCCC2)c1,1.4%,-3.6%,·,32.6%,-6.5%,
CN1C[C@@H]2C(c3ccccc3)C3(c4ccccc4)CC2(C3)[C@H]1c1ccccc1 (some centres not stated),i,-3.0%,3.6%,31.1%,10.8%,
O=C(c1ccccc1[N+](=O)[O-])N1CCN(c2ccc(N3CCOCC3)nn2)CC1,i,6.0%,0.6%,-2.1%,-1.4%,
COc1ccc(-c2sc3ccccc3c2/C=C/c2ccc(OC)c(OC)c2)cc1,1.5%,-5.4%,·,15.4%,5.1%,

# Among those listed so far, these contain a thiophene ring, fused or not:
SMILES,VEEV TC-83 Vero,H1N1 NS1A inhibition,Salmonella PhoP GFP,M. tuberculosis,H37Rv inhibition,others
Cc1ccsc1C(=O)NCc1ccccc1Cl,0.5%,-9.6%,-11.7%,-0.7%,7.4%,
Cc1cc(C)c(NC(=O)CNC(=O)Cc2ccc(S(=O)(=O)N3CCOCC3)s2)c(C)c1,3.3%,-2.6%,·,8.5%,-9.1%,
Cc1ccc(-c2nc3ccccc3[nH]2)cc1NC(=O)c1sc2ccccc2c1Cl,3.1%,3.2%,-1.2%,1.6%,8.2%,
C=CCn1c(=O)c2c3c(sc2n2c(Nc4ccccc4)nnc12)CCCC3,5.7%,9.9%,-6.9%,42.8%,-8.8%,
CCN(CC(=O)NCc1cccs1)C(=O)COc1ccc(C(N)=O)cc1,0.6%,-2.1%,·,1.8%,0.1%,
COCCn1c(=NC(=O)/C=C/c2cccs2)sc2cc(NC(C)=O)ccc21,1.3%,-13.2%,1.9%,30.1%,5.4%,
C=CCn1c(SCn2nnc3ccccc3c2=O)nc2scc(-c3cccs3)c2c1=O,i,-1.8%,-0.8%,-36.5%,-5.3%,
O=C(CCS(=O)(=O)c1ccccc1)Nc1nc(-c2cccs2)cs1,?,-56.6%,0.3%,75.7%,6.9%,
COc1ccc(-c2sc3ccccc3c2/C=C/c2ccc(OC)c(OC)c2)cc1,1.5%,-5.4%,·,15.4%,5.1%,

# Screening data (PubChem)
